IDH1 mut inh = blocks human IDH1 R132H reductase activity; diaphorase/resazurin fluorescence, 60 min; inhibition, % at 10 µM; 70,000 compounds, 0.18% hits; AID 624101; in the data active = inhibition above about 34%;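 also: 0% = DMSO and 100% = no enzyme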
Target sequence (O75874 whole entry R132H): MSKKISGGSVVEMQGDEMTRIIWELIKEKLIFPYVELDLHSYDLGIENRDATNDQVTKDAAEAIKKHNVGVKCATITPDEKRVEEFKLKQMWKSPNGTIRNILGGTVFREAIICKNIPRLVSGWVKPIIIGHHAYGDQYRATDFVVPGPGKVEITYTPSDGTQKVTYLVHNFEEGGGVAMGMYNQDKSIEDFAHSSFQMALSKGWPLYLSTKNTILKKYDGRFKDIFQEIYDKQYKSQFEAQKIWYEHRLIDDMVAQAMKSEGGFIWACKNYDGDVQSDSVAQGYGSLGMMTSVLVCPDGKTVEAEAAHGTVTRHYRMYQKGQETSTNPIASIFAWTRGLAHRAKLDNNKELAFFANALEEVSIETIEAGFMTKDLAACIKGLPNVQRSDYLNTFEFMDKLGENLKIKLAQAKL
PRC2 inh = blocks human EZH2/PRC2 H3K27 methylation; Q15910; DELFIA TRF, 1 h; 57,000 compounds, 0.35% hits; AID 651548; inhibition, % at 12.5 µM;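 active = mean inhibition of replicates at least 50% and every single replicate also reaching 50%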;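 also: dimethyl H3K27 on biotinylated H3 21-44 peptide detected by antibody; plate controls were median neutral control wells for no effect and median positive control wells for full effect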
* = called active by the depositor; . = no result given. This is a subset. The share of hits here may be higher or lower than overall.

SMILES	IDH1 mut inh	PRC2 inh
COCC#Cc1ccc2c(c1)O[C@@H](CN(C)Cc1ccc(F)cc1)[C@@H](C)CN([C@@H](C)CO)S2(=O)=O	0.2	-18
COC(=O)c1ccccc1NC(=O)Cn1cnc2sc(C)c(C)c2c1=O	-0.2	1
COc1ccc(CN2C(=O)c3cccc4cccc(c34)C2=O)cc1S(=O)(=O)N1CCOCC1	-0.7	-10
CC(C)CC#Cc1ccc2c(c1)O[C@H](CN(C)C(=O)c1ccccc1)[C@H](C)CN([C@H](C)CO)S2(=O)=O	-0.5	.
C[C@@H]1CCCCO[C@H](CN(C)C(=O)CCCN(C)C)[C@@H](C)CN([C@H](C)CO)C(=O)c2cc(NC(=O)c3ccccc3)ccc2O1	3.1	6
CO[C@H]1CN(C)C(=O)c2cc(NS(C)(=O)=O)ccc2OC[C@@H](C)N(C(=O)C2CC2)C[C@@H]1C	0.4	-13
Cc1ccc(S(=O)(=O)N(C)C[C@H]2Oc3ncc(Br)cc3C(=O)N([C@@H](C)CO)C[C@H]2C)cc1	3.0	-2
C[C@@H]1CN([C@@H](C)CO)S(=O)(=O)c2ccc(Br)cc2O[C@H]1CN(C)S(C)(=O)=O	0.9	8
COc1ccc(NC(=O)Nc2ccc3c(c2)C(=O)N([C@H](C)CO)C[C@@H](C)[C@H](CN(C)S(=O)(=O)c2ccc(Cl)cc2)OCCCC[C@@H](C)O3)cc1	1.0	.
C[C@@H]1CN([C@H](C)CO)C(=O)c2cc(NC(=O)CCN3CCOCC3)ccc2O[C@H]1CN(C)S(=O)(=O)c1ccccc1	.	7
Cc1noc(C)c1NC(=O)Nc1cccc2c1O[C@@H](CN(C)C(=O)Nc1c(C)noc1C)[C@H](C)CN([C@@H](C)CO)C2=O	0.7	.
CCN(CC)CC(O)Cn1c(C)c(-c2ccccc2)c2cc([N+](=O)[O-])ccc21 (stereo not given)	-0.1	-17
COc1cccc(NC(=O)N(C)C[C@H]2Oc3ncc(C#Cc4ccncc4)cc3C(=O)N([C@H](C)CO)C[C@@H]2C)c1	0.6	0
CNC[C@@H]1Oc2cc(-c3cccc(C(=O)N(C)C)c3)ccc2S(=O)(=O)N([C@@H](C)CO)C[C@H]1C	1.4	-15
C[C@H](CO)N1C[C@H](C)[C@@H](CN(C)C(=O)Nc2ccc(C(F)(F)F)cc2)Oc2c(NC(=O)CCCCCC(=O)Nc3ccccc3N)cccc2C1=O	0.0	-32
CO[C@H]1CN(C)C(=O)c2cc(NC(=O)c3cccc(F)c3)ccc2OC[C@H](C)N(C(C)=O)C[C@@H]1C	0.0	14
Cc1ccc(S(=O)(=O)Nc2ccc3c(c2)C(=O)N([C@H](C)CO)C[C@H](C)[C@@H](CN(C)C(=O)NC(C)C)O3)cc1	.	2
C[C@@H]1CN([C@H](C)CO)C(=O)c2cc(NS(C)(=O)=O)ccc2O[C@H]1CN(C)Cc1ccc(-c2ccccc2)cc1	1.6	.
COc1ccc(C#Cc2cnc3c(c2)C(=O)N([C@H](C)CO)C[C@@H](C)[C@H](CN(C)C(C)=O)O3)cc1	-2.0	-1
CO[C@@H]1CN(C)C(=O)c2cc(NC(C)=O)ccc2OC[C@@H](C)N(S(C)(=O)=O)C[C@@H]1C	-0.2	-2
C[C@@H]1CN([C@H](C)CO)C(=O)c2cc(C3=CCCC3)cnc2O[C@@H]1CN(C)Cc1ccccc1F	-0.2	0
C[C@H]1CN([C@@H](C)CO)C(=O)CCCn2cc(nn2)CO[C@@H]1CN(C)C(=O)c1ccccc1	11	-1
CC(C)NC(=O)Nc1ccc2c(c1)CC(=O)N([C@@H](C)CO)C[C@H](C)[C@@H](CN(C)S(=O)(=O)c1ccc(F)cc1)O2	0.5	-3
CCOC(=O)N(C)C[C@H]1OCc2cnnn2CCCC(=O)N([C@@H](C)CO)C[C@H]1C	2.4	.
C[C@@H]1CN([C@@H](C)CO)C(=O)Cc2cc(NC(=O)CCN3CCOCC3)ccc2O[C@@H]1CN(C)S(=O)(=O)c1ccc(Cl)cc1	-4.3	.
(list continues)
SMILES	IDH1 mut inh	PRC2 inh
C[C@H](CO)N1C[C@H](C)[C@@H](CN(C)Cc2ccc(C(=O)Nc3ccccc3N)cc2)OCc2cn(nn2)CCCC1=O	0.7	.
COC(=O)c1cc(OC)c(OC)cc1NC(=O)C(C)Oc1ccc(Br)cc1 (stereo not given)	-0.2	6
O=C(c1noc2c1CCCC2)N(C1CCCCC1)C1CCCCC1	-1.4	-12
C[C@H](CO)N1C[C@H](C)[C@H](CN(C)C)Oc2ccc(NC(=O)c3ccncc3)cc2CC1=O	.	-2
Cc1ccc(S(=O)(=O)Nc2ccc(Br)cc2CNc2nc3ccccc3n2C)cc1	0.3	-4
O=S(=O)(N[C@@H]1CCCN(Cc2ccc(OCCO)cc2)C1)c1ccc2ccccc2c1	.	-5
COc1ccc(S(=O)(=O)N(C)C[C@@H]2Oc3ccc(NC(=O)Nc4cccc5ccccc45)cc3CC(=O)N([C@@H](C)CO)C[C@H]2C)cc1	0.8	.
COCCNC(=O)C[C@H]1C[C@H]2c3cc(NC(=O)CC4CC4)ccc3O[C@H]2[C@H](CO)O1	-0.9	19
Cn1c(SCc2nc3ccccc3s2)nnc1-c1cccnc1	0.1	-1
O=C(CCn1cnc2ccccc2c1=O)Nc1ccccc1F	0.0	-8
C/C=C/c1ccc2c(c1)O[C@H](CN(C)C(=O)Cc1ccccc1)[C@@H](C)CN([C@@H](C)CO)S2(=O)=O	-4.0	8
CN(C)CC(=O)Nc1ccc2c(c1)[C@H]1C[C@@H](CC(=O)NCc3cccnc3)O[C@@H](CO)[C@H]1O2	0.2	7
CCCC#Cc1cnc2c(c1)C(=O)N([C@@H](C)CO)C[C@H](C)[C@H](CN(C)Cc1cccnc1)O2	-0.2	4
C[C@H](CO)N1C[C@H](C)[C@@H](CN(C)CC2CCCCC2)Oc2c(NS(=O)(=O)c3cccs3)cccc2C1=O	1.0	9
COCC(=O)Nc1ccc2c(c1)OC[C@@H](C)N(C(=O)c1ccncc1)C[C@@H](C)[C@H](OC)CN(C)C2=O	-0.2	2
CCCNC(=O)N(C)C[C@@H]1Oc2ncc(-c3ccc(C(=O)N(C)C)cc3)cc2C(=O)N([C@@H](C)CO)C[C@@H]1C	-0.1	4
O=C(C1CCCO1)N1CCN(C(=S)Nc2ccc(S(=O)(=O)Nc3ncccn3)cc2)CC1 (stereo not given)	-0.8	-1
COCC#Cc1ccc2c(c1)O[C@H](CN(C)C(=O)Nc1ccc(OC)cc1)[C@H](C)CN([C@H](C)CO)S2(=O)=O	-2.0	.
O=C(CSc1nc(-c2ccccc2)cs1)Nc1ccc(Cl)cc1Cl	0.2	10
CO[C@H]1CN(C)C(=O)c2cc(NC(=O)c3ccc4c(c3)OCO4)ccc2OC[C@@H](C)N(CCC(F)(F)F)C[C@@H]1C	0.8	-11
C[C@H](CO)N1C[C@H](C)[C@@H](CN(C)C(=O)c2ccccc2)OCCCC[C@H](C)Oc2ccc(NC(=O)Nc3cccc4ccccc34)cc2C1=O	-1.9	.
C[C@H]1CN([C@@H](C)CO)S(=O)(=O)c2ccc(C#CC3CC3)cc2O[C@H]1CN(C)Cc1ccncc1	1.4	-9
C[C@@H]1CN([C@@H](C)CO)C(=O)c2cc(C3=CCCCC3)cnc2O[C@@H]1CN(C)C(=O)c1cccc(F)c1	0.1	.
Clc1ccc(Cn2c(CN3CCCC3)nc3ccccc32)cc1	-1.3	-8
COc1cccc(-c2ccc3c(c2)O[C@@H](CN(C)C(=O)C2CCCCC2)[C@@H](C)CN([C@@H](C)CO)S3(=O)=O)c1	-2.6	-8

A draw from above in order of molecular weight, ascending:
SMILES	IDH1 mut inh	PRC2 inh
Clc1ccc(Cn2c(CN3CCCC3)nc3ccccc32)cc1	-1.3	-8
O=C(CSc1nc(-c2ccccc2)cs1)Nc1ccc(Cl)cc1Cl	0.2	10
COCCNC(=O)C[C@H]1C[C@H]2c3cc(NC(=O)CC4CC4)ccc3O[C@H]2[C@H](CO)O1	-0.9	19
COC(=O)c1cc(OC)c(OC)cc1NC(=O)C(C)Oc1ccc(Br)cc1 (stereo not given)	-0.2	6
O=S(=O)(N[C@@H]1CCCN(Cc2ccc(OCCO)cc2)C1)c1ccc2ccccc2c1	.	-5
CCCC#Cc1cnc2c(c1)C(=O)N([C@@H](C)CO)C[C@H](C)[C@H](CN(C)Cc1cccnc1)O2	-0.2	4
CN(C)CC(=O)Nc1ccc2c(c1)[C@H]1C[C@@H](CC(=O)NCc3cccnc3)O[C@@H](CO)[C@H]1O2	0.2	7
Cc1ccc(S(=O)(=O)Nc2ccc(Br)cc2CNc2nc3ccccc3n2C)cc1	0.3	-4
CCCNC(=O)N(C)C[C@@H]1Oc2ncc(-c3ccc(C(=O)N(C)C)cc3)cc2C(=O)N([C@@H](C)CO)C[C@@H]1C	-0.1	4
C[C@H](CO)N1C[C@H](C)[C@@H](CN(C)CC2CCCCC2)Oc2c(NS(=O)(=O)c3cccs3)cccc2C1=O	1.0	9
CO[C@H]1CN(C)C(=O)c2cc(NC(=O)c3ccc4c(c3)OCO4)ccc2OC[C@@H](C)N(CCC(F)(F)F)C[C@@H]1C	0.8	-11
COc1ccc(S(=O)(=O)N(C)C[C@@H]2Oc3ccc(NC(=O)Nc4cccc5ccccc45)cc3CC(=O)N([C@@H](C)CO)C[C@H]2C)cc1	0.8	.

Remaining list, next part:
SMILES	IDH1 mut inh	PRC2 inh
COc1ccc(S(=O)(=O)N(C)CC(=O)Nc2cccc(C)c2C)cc1Cl	-0.5	-6
CO[C@H]1CN(C)C(=O)c2ccc(NC(C)=O)cc2OC[C@H](C)N(Cc2cc(F)ccc2F)C[C@@H]1C	0.4	-14
CCC(=O)N(C)C[C@H]1Oc2cc(C#CCC(C)C)ccc2S(=O)(=O)N([C@H](C)CO)C[C@H]1C	-0.8	.
Cc1ccc2cccc(OCC(=O)Nc3ccc(C)c([N+](=O)[O-])c3)c2n1	3.3	8
C[C@H]1CN([C@@H](C)CO)C(=O)Cc2cc(NC(=O)NC3CCCCC3)ccc2O[C@@H]1CN(C)Cc1ccc(Oc2ccccc2)cc1	0.3	.
Cc1ccc2ccc(C(Nc3ccccn3)c3cccc([N+](=O)[O-])c3)c(O)c2n1 (stereo not given)	0.0	-16
C[C@H]1CN([C@@H](C)CO)C(=O)c2cccc(N(C)C)c2O[C@@H]1CN(C)C(=O)Nc1ccc(F)cc1	0.3	.
OC1(c2ccc(Cl)cc2)CCN(Cc2c[nH]c3ccccc23)CC1	-0.5	-15
CO[C@H]1CN(C)C(=O)c2cc(NS(C)(=O)=O)ccc2OC[C@@H](C)N(C)C[C@H]1C	0.3	8
O=C(N[C@H]1CC[C@@H](CCn2cc(C3(O)CCCC3)nn2)O[C@@H]1CO)C1CC1	0.1	1
C[C@H](CO)N1C[C@H](C)[C@H](CN(C)Cc2ccc3c(c2)OCO3)Oc2ccc(NS(=O)(=O)c3ccc(F)cc3)cc2CC1=O	1.8	0
C[C@@H]1CN([C@H](C)CO)C(=O)c2cc(-c3cccnc3)cnc2O[C@@H]1CN(C)S(C)(=O)=O	-0.2	1
CO[C@H]1CN(C)C(=O)c2cc(NS(=O)(=O)c3cccc(F)c3)ccc2OC[C@H](C)N(C(=O)Cc2cccnc2)C[C@@H]1C	0.3	-2
C[C@H](CO)N1C[C@H](C)[C@H](CN(C)CC2CC2)Oc2c(NS(C)(=O)=O)cccc2C1=O	-0.2	-12
C[C@H]1CCCCO[C@H](CN(C)C(=O)Nc2ccc(C(F)(F)F)cc2)[C@@H](C)CN([C@@H](C)CO)C(=O)c2cc(NC(=O)Nc3ccccc3)ccc2O1	-4.6	.
CO[C@H]1CN(C)C(=O)c2cc(NC(=O)Cc3ccccc3)ccc2OC[C@H](C)N(C(C)=O)C[C@@H]1C	-0.5	-1
Cc1noc(C)c1NC(=O)NCC[C@@H]1CC[C@H](NC(=O)Nc2cccc(Cl)c2)[C@H](CO)O1	0.0	4
Cc1cc(=O)[nH]c(SCCOc2ccc(F)cc2)n1	0.5	-6
CN(C)CC(=O)Nc1ccc2c(c1)[C@@H]1C[C@H](CC(=O)NCc3ccccc3F)O[C@H](CO)[C@@H]1O2	-1.4	0
O=C(NCCC(c1ccc(F)cc1)c1ccco1)c1cccs1 (stereo not given)	-0.5	12
CC(C)C#Cc1cnc2c(c1)C(=O)N([C@@H](C)CO)C[C@@H](C)[C@H](CN(C)C(=O)c1ccc3c(c1)OCO3)O2	0.8	-1
C[C@@H]1CN([C@H](C)CO)C(=O)Cc2cc(NC(=O)Nc3ccc4c(c3)OCO4)ccc2O[C@H]1CN(C)C(=O)Nc1ccc2c(c1)OCO2	-1.7	.
C[C@@H]1CN([C@H](C)CO)S(=O)(=O)c2ccc(C#Cc3ccc(F)cc3)cc2O[C@H]1CN(C)C	-2.8	-10
C[C@H](CO)N1C[C@H](C)[C@@H](CN(C)C(=O)CCC(F)(F)F)OCc2ccccc2-c2ccccc2C1=O	-3.0	3
Cc1cc(Cl)ccc1NC(=O)CN(c1ccc(Cl)cc1)S(C)(=O)=O	0.2	-15
Following part:
SMILES	IDH1 mut inh	PRC2 inh
COc1ccc(S(=O)(=O)Nc2cccc3c2O[C@H](CN(C)Cc2ccc(-c4ccccc4)cc2)[C@H](C)CN([C@@H](C)CO)C3=O)cc1	-3.5	.
N#Cc1ccc(/C=N/NC(=O)c2ccc(C(=O)NO)cc2)cc1	.	-9
CCCNC(=O)Nc1ccc2c(c1)OC[C@H](C)N(C(=O)CC)C[C@@H](C)[C@@H](OC)CN(C)C2=O	0.0	1
C[C@H]1CN([C@@H](C)CO)C(=O)c2cccc(NS(=O)(=O)c3ccccc3)c2O[C@H]1CN(C)CC1CC1	-1.8	3
C[C@@H]1CN([C@H](C)CO)C(=O)c2cc(NC(=O)NC3CCCCC3)ccc2O[C@H]1CN(C)C(=O)Nc1ccc(C(F)(F)F)cc1	2.2	-18
CO[C@H]1CN(C)C(=O)c2cc(NC(=O)c3ccc(F)cc3)ccc2OC[C@@H](C)N(C(=O)CC2CC2)C[C@@H]1C	-0.1	-2
COc1ccc(C2OCC3C2CO[C@H]3c2ccc(OC)c(OC)c2)cc1OC (stereo not given in full)	-0.1	3

High-throughput results (PubChem BioAssay)
